MEKK2 WT-MEK5: modulators of MEK5 binding to wildtype MEKK2, primary screen, biochemical, multiplex bead flow cytometry, Alexa488-MEK5; binding response (% of control), % at 10 µM; 1.1% of 290,000 active; Alexa488-MEK5 binding to MEKK2 WT; actives lie on both sides; Mitogen-activated protein kinase kinase kinase 2 (Homo sapiens), Q9Y2U5; in the data active means binding response below about 67% or above about 130%
VIM-2 inh: VIM-2 metallo-beta-lactamase inhibitors, primary screen, biochemical, epi-absorbance readout, Pseudomonas aeruginosa enzyme; purified VIM-2, nitrocefin hydrolysis, epi-absorbance fluorescence; inhibition, % at 5.6 µM; 0.89% of 290,000 active; AID 1527, 2009;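 active means inhibition above the mean of all tested compounds plus 3 SD, cutoff set per screening run, cut at about 7.5% in these data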;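 further: red hydrolysis product quenches plate fluorescence so inhibitors raise well fluorescence; 0% = enzyme with DMSO and 100% = DMSO without enzyme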
UBC9 SUMO inh: inhibitors of in vitro SUMOylation cascade, primary screen, biochemical, HTRF, uHTS | SUMO-conjugating enzyme UBC9 (Homo sapiens), P63279 | HTRF SUMOylation assay, SAE1/SAE2 + UBC9 | inhibition, % at 35 µM | 0.36% of 290,000 active; in the data active means inhibition above about 50%, passing the limit was not always enough; further: strong numbers were not always called active
Target sequence (P63279 whole entry, looked up): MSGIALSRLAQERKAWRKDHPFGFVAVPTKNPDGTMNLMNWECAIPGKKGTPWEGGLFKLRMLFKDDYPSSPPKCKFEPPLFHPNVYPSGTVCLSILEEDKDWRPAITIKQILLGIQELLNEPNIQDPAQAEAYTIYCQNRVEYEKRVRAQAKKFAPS
IMP-1 inhibitor: IMP-1 metallo-beta-lactamase inhibitors, primary screen, biochemical, epi-absorbance readout, Pseudomonas aeruginosa enzyme | 0.45% of 290,000 active | inhibition, % at 5.6 µM | purified IMP-1, nitrocefin hydrolysis, epi-absorbance fluorescence;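 active means inhibition above the mean plus 3 SD of all compounds in the same screening run, cut at about 4.5% in these data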;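 further: 0% = IMP-1 with DMSO and 100% = DMSO wells lacking enzyme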
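Material – recombinant IMP-1 enzyme, purified · Amount – IMP-1 0.2 nM before substrate addition · Medium – HEPES buffer pH 7.1 with ZnSO4 and Brij 35 · Timing – 25 °C, 15 min preincubation, 25 min reaction · Measured by – plate fluorescence quenching by hydrolysis product, ex 480/em 530 nm · Read-out – percent enzyme inhibition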
PfM18AAP inh: PfM18AAP inhibitors, malaria aminopeptidase, primary screen, biochemical, QFRET, recombinant enzyme; M18 aspartyl aminopeptidase (Plasmodium falciparum 3D7); H-Glu-NHMec fluorogenic cleavage; inhibition, % at 7.35 µM; AID 1822, 2009; 1.2% of 290,000 active;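 active means inhibition above the campaign mean inhibition over all tested compounds plus 3 SD, cut at about 28% in these data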;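 further: 0% = plate median of test compound wells and 100% = 2 mM ZnCl2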
FID counter: compounds displacing fluorescent DNA intercalator, primary screen, artefact control for HCV NS3 helicase inhibitor project, biochemical, FID fluorescence | DNA fluorescent intercalator displacement | inhibition, % at 7.9 µM | AID 1845, 2009 | 0.17% of 290,000 active; in the data active means inhibition above about 37%;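 further: 0% = vehicle and 100% = reference compound; higher means more ethidium bromide displaced from hairpin DNA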
NS3 helicase inh: inhibitors of HCV NS3 helicase, primary screen, biochemical, Cy5 molecular beacon fluorescence; Hepatitis C virus NS3 helicase; NS3 helicase DNA unwinding; inhibition, % at 10.9 µM; 0.56% of 290,000 active; AID 1800, 2009;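 active means inhibition above the mean of all tested compounds plus 3 SD, set per campaign, cut at about 35% in these data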;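 further: 0% = DMSO wells and 100% = thioflavine S control wells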
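Material: hepatitis C virus NS3 helicase domain fragment enzyme; measured by: Cy5 fluorescence, 0 and 60 min reads; control set: DMSO and thioflavine S; incubation: 60 min unwinding reaction at 25 °C after ATP addition; read-out basis: % inhibition from 60/0 min fluorescence ratio, DMSO 0%, thioflavine S 100%; repeats: singlicate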
NALP1 yeast inh: NALP1 inflammasome inhibitors in reconstituted yeast, colorimetric, S. cerevisiae, triplicate retest; S. cerevisiae NALP1/ASC/caspase-1 growth, X-gal OD620, 72 h; 0.61% of 280,000 active; inhibition, % at 10 µM; in the data active means inhibition mostly above about 24%, no sharp cut-off; inactive means mostly below about 32%; further: some compounds called inactive have numbers as strong as hits
MEKK2 mut-MEK5: MEK5 binding signal on mutant MEKK2 PB1, primary screen, biochemical, multiplex bead flow cytometry, Alexa488-MEK5 | Alexa488-MEK5 binding to MEKK2 mutant | 0.35% of 290,000 active | AID 1530, 2009 | percent response, % at 10 µM; in the data active means percent response above about 24%, passing the limit was not always enough; further: inactives centre near 1; some results filed as inactive read as strong as hits
* marks the source's active call; other numbers are inactive results; nt = no result given.

SMILES | MEKK2 WT-MEK5 | VIM-2 inh | UBC9 SUMO inh | IMP-1 inhibitor | PfM18AAP inh | FID counter | NS3 helicase inh | NALP1 yeast inh | MEKK2 mut-MEK5
CN1C(=S)N(c2cccnc2)C(=O)/C1=C\c1ccc(C(C)(C)C)cc1 | 104 | -0.4 | 6 | -2.3 | 0 | 5 | 0 | 12 | 3
Cc1ccc(Nc2ccccc2)cc1 | 102 | -5.7 | 6 | -5.8 | -9 | -2 | 0 | -83 | 0
CCCn1c(SCC(=O)c2[nH]c(C)c(C(C)=O)c2C)n[nH]c1=O | 99 | -1.4 | 6 | -4.2 | 1 | -6 | 5 | -2 | 3
COc1ccc(NC(=O)c2cc3nc(-c4ccccc4)cc(-c4ccccc4)n3n2)c(OC)c1 | 98 | -2.8 | 30 | -2.0 | 3 | -4 | 2 | 3 | 0
CCn1cc(C(=O)NC(C)C23CC4CC(CC(C4)C2)C3)cn1 (stereo not drawn) | 106 | -0.6 | -5 | -4.0 | 4 | -23 | -2 | 42 | -2
O=C(CSc1nc2ccccc2c(=O)n1CCCN1CCOCC1)NC12CC3CC(CC(C3)C1)C2 | 101 | -1.7 | -2 | -2.2 | 2 | 4 | -58 | 34* | -1
COc1ccc(S(=O)(=O)NC2CC2)cc1Br | 101 | 0.0 | -6 | 0.1 | 0 | -2 | -4 | -4 | 1
O=C(Cn1nnc(-c2cc(Cl)ccc2-n2cnnn2)n1)N1CCCc2ccccc21 | 103 | 5.0 | -2 | -2.3 | -1 | -15 | 19 | 7 | 5
COc1ccc(CN(CC2CCC(C(=O)O)CC2)C(=S)Nc2ccc(C)c(Cl)c2)cc1 (stereo not drawn) | 93 | -0.4 | 8 | -1.3 | -12 | -35 | 23 | -7 | -6
CC1(C)CC(=O)C2=C(C1)N=C1SCCC(=O)N1C2c1ccccc1 (stereo not drawn) | 109 | -2.2 | 18 | -2.6 | -1 | -15 | 16 | -11 | 7
O=c1[nH]c(C2CCN(S(=O)(=O)c3ccc([N+](=O)[O-])cc3)CC2)nc2c1nnn2Cc1ccccc1 | 93 | -1.0 | 13 | -2.2 | 0 | -2 | -3 | 10 | -7
C=CCn1c(C)cc(C(=O)COC(=O)CNC(=O)c2ccccc2)c1C | 98 | -2.3 | -1 | -0.8 | 0 | -27 | -7 | 11 | 0
O=C(NCc1ccncc1)C1CCN(S(=O)(=O)c2ccc(F)cc2)CC1 | 80 | -0.5 | -3 | 1.4 | -7 | -6 | 16 | 15 | -11
O=C(CSc1ccc2nnc(-c3cccnc3)n2n1)Nc1ccccc1C(F)(F)F | 103 | -0.9 | 6 | 0.0 | -4 | -14 | 2 | 12 | 4
CCOC(=O)c1[nH]c2ccc(OC)cc2c1NC(=S)N1CCN(C(=O)OCC)CC1 | 98 | -3.0 | 16 | -0.5 | 15 | -3 | -7 | -9 | -3
CN(C)N=Nc1nc2c(c(=O)n(C)c(=O)n2C)n1CC1CO1 (stereo not drawn) | 99 | -0.1 | 24 | -1.9 | -4 | -4 | -13 | 16 | 2
COC(=O)C1=C(C)Nc2c(c(=O)n(C)c(=O)n2C)C1c1cccs1 (stereo not drawn) | 111 | 1.8 | 14 | 0.5 | -6 | -2 | -3 | 0 | 14
O=C(NC1CCCC1)C(NS(=O)(=O)c1ccc(Br)s1)c1ccccc1 (stereo not drawn) | 105 | -3.8 | 6 | 1.3 | 2 | -7 | -4 | 22 | 1
CC(=O)Nc1cccc(-c2cn3ccc(C)cc3n2)c1 | 92 | -5.6 | 8 | -3.7 | 0 | 5 | 4 | 14 | -1
O=C(NCCN1CCOCC1)C1CCC(CNS(=O)(=O)c2ccccc2)CC1 (stereo not drawn) | 101 | -1.3 | -3 | 0.6 | 8 | -1 | 4 | 13 | -1
CN(C)C(CNC(=S)Nc1ccc(Cl)cc1)c1cccnc1 (stereo not drawn) | 95 | -0.6 | 8 | -1.2 | -11 | 1 | -5 | 5 | -12
CC(=O)c1ccc(N2CCN(C(=O)c3cc(-c4ccc5c(c4)OCO5)nc4ccccc34)CC2)cc1 | 95 | -0.4 | 6 | 0.9 | 4 | -13 | -25 | 10 | -2
CN(Cc1c(F)cccc1Cl)C(=O)c1ccc2ccccc2n1 | 99 | -0.2 | 18 | -1.3 | -3 | -29 | -10 | 9 | 3
CCCCOC(=O)Cc1c(O)c2ccccc2[nH]c1=O | 102 | -1.1 | -4 | -3.8 | 18 | 1 | 2 | 4 | -1
NC(=O)c1ccccc1NC(=O)Nc1ccc(F)c(Cl)c1 | 97 | -1.3 | 5 | -2.7 | -7 | 7 | 3 | 16 | -5
Cc1ccc(CSc2nnc(C)c(=O)n2N)cc1 | 101 | -2.0 | 4 | -4.5 | -4 | -4 | -3 | 22 | -1
Nc1cc[n+](CC(=O)c2ccc3c(c2)OCCO3)cc1 | 95 | -0.3 | 1 | 0.7 | -2 | 8 | 2 | 30 | -3
COc1ccc(NC(=O)c2cc3c(=O)n4ccccc4nc3n2C)c(OC)c1 | 98 | -2.2 | 29 | -1.8 | 6 | -3 | 6 | 4 | -3
O=C(CSc1nc2c(c(=O)n1-c1ccccc1)SCC2)N1CCOCC1 | 114 | -0.5 | 7 | -0.7 | -2 | -6 | -2 | 2 | 10
Cc1c(Cl)cccc1NC(=O)CN1CCN(CCN=CC2=C(O)CC(c3ccccc3)CC2=O)CC1 (stereo not drawn) | 99 | -5.0 | 6 | -1.5 | 1 | -3 | 0 | 9 | -5

Quoted from the results shown for reference:
SMILES | MEKK2 WT-MEK5 | VIM-2 inh | UBC9 SUMO inh | IMP-1 inhibitor | PfM18AAP inh | FID counter | NS3 helicase inh | NALP1 yeast inh | MEKK2 mut-MEK5
CC(=O)Nc1cccc(-c2cn3ccc(C)cc3n2)c1 | 92 | -5.6 | 8 | -3.7 | 0 | 5 | 4 | 14 | -1
O=C(NCCN1CCOCC1)C1CCC(CNS(=O)(=O)c2ccccc2)CC1 (stereo not drawn) | 101 | -1.3 | -3 | 0.6 | 8 | -1 | 4 | 13 | -1
CN(C)C(CNC(=S)Nc1ccc(Cl)cc1)c1cccnc1 (stereo not drawn) | 95 | -0.6 | 8 | -1.2 | -11 | 1 | -5 | 5 | -12
CC(=O)c1ccc(N2CCN(C(=O)c3cc(-c4ccc5c(c4)OCO5)nc4ccccc34)CC2)cc1 | 95 | -0.4 | 6 | 0.9 | 4 | -13 | -25 | 10 | -2
CN(Cc1c(F)cccc1Cl)C(=O)c1ccc2ccccc2n1 | 99 | -0.2 | 18 | -1.3 | -3 | -29 | -10 | 9 | 3
CCCCOC(=O)Cc1c(O)c2ccccc2[nH]c1=O | 102 | -1.1 | -4 | -3.8 | 18 | 1 | 2 | 4 | -1
NC(=O)c1ccccc1NC(=O)Nc1ccc(F)c(Cl)c1 | 97 | -1.3 | 5 | -2.7 | -7 | 7 | 3 | 16 | -5
Cc1ccc(CSc2nnc(C)c(=O)n2N)cc1 | 101 | -2.0 | 4 | -4.5 | -4 | -4 | -3 | 22 | -1
Nc1cc[n+](CC(=O)c2ccc3c(c2)OCCO3)cc1 | 95 | -0.3 | 1 | 0.7 | -2 | 8 | 2 | 30 | -3
COc1ccc(NC(=O)c2cc3c(=O)n4ccccc4nc3n2C)c(OC)c1 | 98 | -2.2 | 29 | -1.8 | 6 | -3 | 6 | 4 | -3

The listing picks up with the 2 entries that preceded the break.
SMILES | MEKK2 WT-MEK5 | VIM-2 inh | UBC9 SUMO inh | IMP-1 inhibitor | PfM18AAP inh | FID counter | NS3 helicase inh | NALP1 yeast inh | MEKK2 mut-MEK5
O=C(CSc1nc2c(c(=O)n1-c1ccccc1)SCC2)N1CCOCC1 | 114 | -0.5 | 7 | -0.7 | -2 | -6 | -2 | 2 | 10
Cc1c(Cl)cccc1NC(=O)CN1CCN(CCN=CC2=C(O)CC(c3ccccc3)CC2=O)CC1 (stereo not drawn) | 99 | -5.0 | 6 | -1.5 | 1 | -3 | 0 | 9 | -5
O=C(NNc1c(Cl)cccc1Cl)c1ccno1 | 98 | -2.4 | 6 | -2.2 | 7 | -2 | -3 | nt | -17
COc1ccc(S(=O)(=O)N2CCCCC2)cc1C(=O)N1CCCC1 | 104 | -2.9 | 7 | -1.2 | -6 | -13 | -2 | 12 | 0
COc1ccc(N2C(=O)CC(C3CCCO3)C2=O)cc1 (stereo not drawn) | 98 | -2.7 | 5 | -2.4 | 0 | 5 | -3 | -4 | -3
Cc1cccc(NCc2nc(SCC(=O)Nc3ccccc3)n[nH]2)c1 | 101 | -0.3 | 7 | 0.6 | -5 | -9 | -5 | 6 | 0
CCOC(=O)N1C=CC(C)=C[C@@H]2[C@@H](N3C(=O)c4ccccc4C3=O)C(=O)N21 | 96 | -3.8 | -1 | -2.5 | 5 | -5 | 2 | 23 | -2
Cc1cccc(NC(=O)C2CCN(c3nc(C)cc(C)n3)CC2)c1 | 96 | -4.5 | 12 | -3.0 | 2 | -16 | -2 | 2 | -3
O=C1NC(=S)N/C1=C\c1cccnc1 | 100 | -3.6 | 5 | -2.1 | 2 | 2 | -16 | nt | 4
COc1cccc(CNc2nnnn2C)c1OC | 121 | -0.8 | 6 | -1.1 | 2 | 0 | 3 | 10 | 16
Cc1cccc(C(=O)Nc2cccc(NC(=O)c3ccccc3)c2)c1 | 106 | -0.9 | 0 | 0.1 | 2 | -21 | 1 | 5 | 13
Cc1ccc(NC(=O)/C(C#N)=C/c2cc(C)n(-c3ccc(N4CCOCC4)c([N+](=O)[O-])c3)c2C)c(C)c1 | 97 | -1.1 | -14 | -1.1 | -6 | -9 | 9 | 29 | -5
CC(N)c1ccc(Cl)cc1Cl (stereo not drawn) | 116 | -2.5 | 6 | -2.2 | 0 | 3 | -3 | 29 | 26
CCCn1ncc(OC)c(Cl)c1=O | 92 | 1.0 | 6 | -1.1 | 1 | 6 | 2 | 27 | 1
Nc1c2c(nc3ccc(Br)cc13)N(Cc1ccccc1)CC2 | 117 | -1.4 | 1 | -3.1 | 1 | -8 | 16 | 56* | 4
CCN(C(=O)CSc1nnc(Nc2cccc(C)c2C)s1)C1CCS(=O)(=O)C1 (stereo not drawn) | 111 | -0.9 | -5 | -2.2 | -3 | -22 | 7 | 20 | 1
CN(C)C(=O)c1nc2ccc(Cl)cn2c1CN1CCCC(OCc2ccccc2)C1 (stereo not drawn) | 103 | -1.2 | 18 | -2.4 | 4 | -11 | -2 | 6 | 3
Cc1ccc(N=Cc2cc(Cc3ccccc3Cl)cc([N+](=O)[O-])c2O)c(O)c1 | 67 | -2.3 | 44 | 6.3* | 13 | -11 | 14 | 7 | -15
COc1cc(OC)cc(C(=O)Nc2nnc(Cc3ccc(OC)c(OC)c3)s2)c1 | 92 | -0.4 | -20 | 0.9 | 7 | -14 | -8 | 1 | -7
